Bioassay records deposited in PubChem by several laboratories.
NALP1 inh = blocks the NALP1 inflammasome reconstituted in yeast; inhibition, % at 10 µM; S. cerevisiae NALP1/ASC/caspase-1 growth, X-gal OD620, 72 h; AID 2071; 280,000 compounds, 0.61% hits; in the data active means inhibition mostly above about 24%, no sharp cut-off; inactive means mostly below about 32%; further: some compounds called inactive have numbers as strong as hits
PHOSPHO1 inh = PHOSPHO1 (human) inhibition | Q8TCT1 | recombinant PHOSPHO1, absorbance phosphatase assay | inhibition, % at 13.3 µM | 290,000 compounds, 1.1% hits; in the data active means inhibition above about 60%
Target sequence (Q8TCT1 whole entry, looked up): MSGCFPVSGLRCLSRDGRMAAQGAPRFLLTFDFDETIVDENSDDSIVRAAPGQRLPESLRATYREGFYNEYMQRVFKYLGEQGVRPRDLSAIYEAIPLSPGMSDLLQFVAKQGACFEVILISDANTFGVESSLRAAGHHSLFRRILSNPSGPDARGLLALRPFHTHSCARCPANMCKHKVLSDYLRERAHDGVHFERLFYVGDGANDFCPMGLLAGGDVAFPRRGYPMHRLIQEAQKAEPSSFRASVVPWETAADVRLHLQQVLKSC
GPR7 antag = blocks human GPR7 receptor signaling. inhibition, % at 4.4 µM. 290,000 compounds, 1.1% hits. GPR7-expressing cells, fluorescence antagonist assay. AID 1861; in the data active means inhibition above about 16%, passing the limit was not always enough;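 further: cells stimulated with the agonist NPW; 0% = agonist with vehicle and 100% = vehicle without agonist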
Target sequence (P48145 whole entry, looked up): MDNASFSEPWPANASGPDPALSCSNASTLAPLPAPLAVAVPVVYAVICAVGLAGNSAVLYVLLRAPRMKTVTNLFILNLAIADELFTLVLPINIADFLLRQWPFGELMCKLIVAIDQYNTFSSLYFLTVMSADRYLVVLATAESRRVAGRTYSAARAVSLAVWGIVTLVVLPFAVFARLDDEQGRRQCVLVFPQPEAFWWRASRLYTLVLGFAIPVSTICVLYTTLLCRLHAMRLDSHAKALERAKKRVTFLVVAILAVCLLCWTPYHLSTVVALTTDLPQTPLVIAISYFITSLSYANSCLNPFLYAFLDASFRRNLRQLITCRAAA
p-CIP stab down = compounds decreasing mouse p/CIP protein stability; F442A p/CIP-EGFP cells, EGFP fluorescence, 16 h; decrease of EGFP signal, % at 10 µM; 290,000 compounds, 0.01% hits;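 active means EGFP signal decrease of at least 30% at 10 µM or well 3 SD below plate mean, unless failing retest; inactive means the rest, including hits failing retest or dose response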; further: some compounds called inactive have numbers as strong as hits; many of its hits are not listed in these tables
IMP-1 inhibitor = blocks Pseudomonas aeruginosa IMP-1 metallo-beta-lactamase; 290,000 compounds, 0.45% hits; AID 1556; inhibition, % at 5.6 µM; purified IMP-1, nitrocefin hydrolysis, epi-absorbance fluorescence;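 active means inhibition above the mean plus 3 SD of all compounds in the same screening run, cut at about 4.5% in these data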;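 further: 0% = IMP-1 with DMSO and 100% = DMSO wells lacking enzyme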
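System: purified IMP-1; amount: IMP-1 0.2 nM before substrate addition; compound: single dose, 5.6 µM; times: 25 °C, 15 min preincubation, 25 min reaction; signal: Epi-absorbance via hydrolysed-nitrocefin quenching of white-plate fluorescence, 480/530 nm, EDTA stop; benchmarks: DMSO with and without IMP-1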
IDE act = boosts human insulin-degrading enzyme activity in HEK cells. P14735. FAbeta-B cleavage, fluorescence polarization; 0% vehicle, 100% cell-free pure enzyme wells. activation, % at 5.96 µM. 340,000 compounds, 0.073% hits;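 active means activation above the mean of all tested compounds plus 3 SD, set per screening campaign, cut at about 17% in these data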
IDE cell inh = cellular human IDE inhibition. P14735. AID 434962. inhibition, % at 5.59 µM. HEK cells, FAbetaB cleavage, fluorescence polarization. 320,000 compounds, 0.41% hits;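 active means percent inhibition above the average of all tested compounds plus 3 SD, set per screening campaign, cut at about 16% in these data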;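 further: IDE supplied by intact live HEK cells; FP after avidin binding of uncleaved biotin substrate so inhibition keeps polarization high; 0% = DMSO wells and 100% = 60 µM reference IDE inhibitor Ii1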
M18AAP inhibitor = blocks P. falciparum M18 aspartyl aminopeptidase; recombinant PfM18AAP, H-Glu-NHMec fluorogenic cleavage; inhibition, % at 7.35 µM; 290,000 compounds, 1.2% hits;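 active means inhibition above the campaign mean inhibition over all tested compounds plus 3 SD, cut at about 28% in these data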;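 further: 0% = plate median of test compound wells and 100% = 2 mM ZnCl2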
VIM-2 inhibitor = blocks Pseudomonas aeruginosa VIM-2 metallo-beta-lactamase; purified VIM-2, nitrocefin hydrolysis, epi-absorbance fluorescence; inhibition, % at 5.6 µM; 290,000 compounds, 0.89% hits; AID 1527;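 active means inhibition above the mean of all tested compounds plus 3 SD, cutoff set per screening run, cut at about 7.5% in these data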;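 further: red hydrolysis product quenches plate fluorescence so inhibitors raise well fluorescence; 0% = enzyme with DMSO and 100% = DMSO without enzyme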
Active calls of the source: *; & = joins results of further samples.

O=C(CCc1ccccc1)NCCc1ccc(F)cc1 was read as NALP1 inh 10, PHOSPHO1 inh 24, GPR7 antag -13, p-CIP stab down -13, IMP-1 inhibitor -3.1, IDE act -2, IDE cell inh 2, M18AAP inhibitor 3 and VIM-2 inhibitor -0.2.
Screening Cc1ccccc1-n1ncc2c1CC(C)(C)CC2NC(=O)C1CCC1 (stereo unspecified) returned NALP1 inh 18, PHOSPHO1 inh 18, GPR7 antag -13, p-CIP stab down 10, IMP-1 inhibitor -2.6, IDE act 5, IDE cell inh 1, M18AAP inhibitor 0 and VIM-2 inhibitor -1.1.
CCCCCCCNC(=O)CN1C(=O)CSc2ccc(S(=O)(=O)N3CCOCC3)cc21 was read as NALP1 inh 22, PHOSPHO1 inh 41, GPR7 antag -7, p-CIP stab down -2, IMP-1 inhibitor -1.4, IDE act 2, IDE cell inh 1, M18AAP inhibitor -1 and VIM-2 inhibitor -0.6.
`COc1ccc(N2CCN(CCNC(=O)Nc3cc(Cl)ccc3OC)CC2)cc1` gave NALP1 inh 18, PHOSPHO1 inh -29, GPR7 antag 8, p-CIP stab down -1, IMP-1 inhibitor -0.1, IDE act -2, IDE cell inh 1, M18AAP inhibitor 0 and VIM-2 inhibitor -0.3.
CCOC(=O)C1CCN(C(=O)CN2C(=O)C(C(C)C)Oc3ccccc32)CC1 (stereo unspecified) was read as NALP1 inh 21, PHOSPHO1 inh 27, GPR7 antag 15, p-CIP stab down -15, IMP-1 inhibitor 1.2, IDE act 3, IDE cell inh 1, M18AAP inhibitor 3 and VIM-2 inhibitor 0.7.
`COc1ccc(C(=O)O/N=C(\N)Cc2cccs2)cc1OC` gave NALP1 inh 6, PHOSPHO1 inh 30, GPR7 antag -16, p-CIP stab down -9, IMP-1 inhibitor -2.0, IDE act 1, IDE cell inh -5, M18AAP inhibitor -2 and VIM-2 inhibitor -2.1.
Cc1cccc(NC(=O)CNC(=O)COc2ccc(C(=O)c3ccc(F)cc3)cc2)c1C was read as NALP1 inh 10, PHOSPHO1 inh 6, GPR7 antag -9, p-CIP stab down -3, IMP-1 inhibitor -2.6, IDE act 1, IDE cell inh -2, M18AAP inhibitor -6 and VIM-2 inhibitor 0.2.
Screening CCOC(=O)c1c(C)n(C)c2ccc(OC)c(NC(=O)c3cccs3)c12 returned NALP1 inh -4, PHOSPHO1 inh 9, GPR7 antag 13, p-CIP stab down 0, IMP-1 inhibitor -1.8, IDE act -2, IDE cell inh 4, M18AAP inhibitor 1 and VIM-2 inhibitor -2.4.
`Cc1ccc(C(=O)NCc2ccc3c(c2)CCO3)cc1C` gave NALP1 inh 22, PHOSPHO1 inh -3, GPR7 antag -1, p-CIP stab down -6, IMP-1 inhibitor -2.1, IDE act -2, IDE cell inh 6, M18AAP inhibitor -3 and VIM-2 inhibitor -1.7.
`CCOC(=O)c1ccc(NS(=O)(=O)c2cccc3nsnc23)cc1` gave NALP1 inh -10, PHOSPHO1 inh 14, GPR7 antag -10, p-CIP stab down -15, IMP-1 inhibitor -5.5, IDE act 5, IDE cell inh 9, M18AAP inhibitor 4 and VIM-2 inhibitor -3.0.
For COCc1[nH]nc2c1C1(C(=O)Nc3ccc(F)cc31)C(C#N)=C(N)O2 (stereo unspecified) the results were NALP1 inh 16, PHOSPHO1 inh -3, GPR7 antag -10, p-CIP stab down -3, IMP-1 inhibitor 0.4, IDE act -6, IDE cell inh -1, M18AAP inhibitor -3 and VIM-2 inhibitor -0.4.
Screening COc1ccc(N=C2C(=Nc3ccc(OC)cc3)N(c3ccccc3)C(=S)N2C(=O)c2ccc(Cl)cc2)cc1 returned NALP1 inh 10, PHOSPHO1 inh -13, GPR7 antag -2, p-CIP stab down 6, IMP-1 inhibitor -2.4, IDE act -3, IDE cell inh 0, M18AAP inhibitor 4 and VIM-2 inhibitor -3.3.
Screening Cc1cc(C)cc(C(=O)Nc2cccnc2Cl)c1 returned NALP1 inh -14, PHOSPHO1 inh 36, GPR7 antag 10, p-CIP stab down -8, IMP-1 inhibitor -0.2, IDE act 2, IDE cell inh -2, M18AAP inhibitor 13 and VIM-2 inhibitor 1.1.
O=C(NNC(=S)NCc1ccc(Cl)cc1)c1ccc2c(c1)OCO2 was read as NALP1 inh -10, PHOSPHO1 inh -33, GPR7 antag 4, p-CIP stab down -2, IMP-1 inhibitor -2.3, IDE act 0, IDE cell inh 1, M18AAP inhibitor -5 and VIM-2 inhibitor -2.5.
`Cc1ccc(S(=O)(=O)NCC(=O)N(CC(=O)NC2CCCCC2)Cc2ccco2)cc1` gave NALP1 inh 4, PHOSPHO1 inh 10, GPR7 antag 4, p-CIP stab down 5, IMP-1 inhibitor -2.4, IDE act 2, IDE cell inh 4, M18AAP inhibitor 1 and VIM-2 inhibitor -1.5.
`COc1ccc(-n2cc3c(-c4cccc(Br)c4)nnc(C)c3n2)cc1` gave NALP1 inh 36, PHOSPHO1 inh -8, GPR7 antag -16, p-CIP stab down -10, IMP-1 inhibitor -2.5, IDE act -3, IDE cell inh -4, M18AAP inhibitor 4 and VIM-2 inhibitor 5.2.
Screening COc1ccccc1NC(=O)CSc1nnc(C)n1Cc1ccccc1 returned NALP1 inh 6, PHOSPHO1 inh -7, GPR7 antag 3, p-CIP stab down -1, IMP-1 inhibitor -4.3, IDE act -1, IDE cell inh 2, M18AAP inhibitor -10 and VIM-2 inhibitor -1.9.
For CC(=O)Nc1nc(-c2ccccc2)nc(C)c1C(C)=O the results were NALP1 inh 14, PHOSPHO1 inh 17, GPR7 antag -1, p-CIP stab down -5, IMP-1 inhibitor -3.6, IDE act 4, IDE cell inh -3, M18AAP inhibitor 2 and VIM-2 inhibitor -4.1.
COc1ccc(-c2coc3cc4oc(=O)c5ccccc5c4cc23)cc1F was read as NALP1 inh 22, PHOSPHO1 inh -14, GPR7 antag -3, p-CIP stab down 1, IMP-1 inhibitor 2.0, IDE act 8, IDE cell inh 0, M18AAP inhibitor -3 and VIM-2 inhibitor 1.0.
Screening COC(=O)C(NC(C)=O)(Nc1ccc(Br)cc1)C(=O)OC returned NALP1 inh -2, PHOSPHO1 inh 2, GPR7 antag -4, p-CIP stab down 4, IMP-1 inhibitor -0.5, IDE act 1, IDE cell inh -1, M18AAP inhibitor 5 and VIM-2 inhibitor -1.4.
O=C(NCc1ccc(Cl)cc1)C(=O)NCC(c1ccco1)N1CCOCC1 (stereo unspecified) was read as NALP1 inh 29, PHOSPHO1 inh 1, GPR7 antag -11, p-CIP stab down 2, IMP-1 inhibitor -1.9, IDE act -3, IDE cell inh 0, M18AAP inhibitor 2 and VIM-2 inhibitor -5.2.
Screening O=S(=O)(Nc1cccc(CO)c1)c1cccs1 returned NALP1 inh -1, PHOSPHO1 inh 33, GPR7 antag 4, p-CIP stab down -1, IMP-1 inhibitor 2.6, IDE cell inh 0, M18AAP inhibitor 10 and VIM-2 inhibitor 1.8.
CCCCCCNCc1c(F)cccc1Cl was read as NALP1 inh 21, PHOSPHO1 inh 7, GPR7 antag -1, p-CIP stab down -19, IMP-1 inhibitor -2.5, IDE act 3, IDE cell inh 6, M18AAP inhibitor 1 and VIM-2 inhibitor -4.1.
For COc1ccc(S(=O)(=O)N/N=C(/C)c2ccncc2)cc1OC the results were NALP1 inh 14, PHOSPHO1 inh 16, GPR7 antag -14, p-CIP stab down -12, IMP-1 inhibitor -3.9, IDE act 0, M18AAP inhibitor 0 and VIM-2 inhibitor -4.0.
O=C(c1ccc2c(c1)OCO2)C1CCCN(Cc2cccc(C(F)(F)F)c2)C1 (stereo unspecified) was read as NALP1 inh 29, PHOSPHO1 inh 8, GPR7 antag -21, p-CIP stab down -7, IMP-1 inhibitor -3.5, IDE act 1, IDE cell inh 5, M18AAP inhibitor -1 and VIM-2 inhibitor -2.9.
COCC(C)NC(=O)c1ccccc1[N+](=O)[O-] (stereo unspecified) was read as NALP1 inh 28, PHOSPHO1 inh -23, GPR7 antag -7, p-CIP stab down 0, IMP-1 inhibitor -1.7, IDE act 1, IDE cell inh 0, M18AAP inhibitor 2 and VIM-2 inhibitor -6.3.
Screening NCCc1cnc[nH]1 returned NALP1 inh 14, PHOSPHO1 inh -3, GPR7 antag -2&-11, p-CIP stab down -2, IMP-1 inhibitor -1.4&-3.6, IDE act 5&5, IDE cell inh 2&0, M18AAP inhibitor 7&-1 and VIM-2 inhibitor 0.0&-1.6.
`CCCOC(=O)C[N+](C)(C)CCOC1CC2CCC1(C)C2(C)C` (stereo unspecified) gave NALP1 inh 20, PHOSPHO1 inh 33, GPR7 antag 7, p-CIP stab down -4, IMP-1 inhibitor -1.4, IDE act 4, IDE cell inh -3, M18AAP inhibitor -16 and VIM-2 inhibitor 0.3.
COc1ccc(/C=N/NC(=O)c2cccnc2)cc1COc1ccc([N+](=O)[O-])c(C)c1 was read as NALP1 inh 25, PHOSPHO1 inh -1, GPR7 antag 14, p-CIP stab down -14, IMP-1 inhibitor -1.5, IDE cell inh -3, M18AAP inhibitor -14 and VIM-2 inhibitor -1.8.
`Cn1c(SCc2ccc(Cl)cc2)nc(C(F)(F)F)cc1=O` gave NALP1 inh 19, PHOSPHO1 inh 15, GPR7 antag -10, p-CIP stab down -14, IMP-1 inhibitor -2.7, IDE act -3, IDE cell inh 5, M18AAP inhibitor -3 and VIM-2 inhibitor -1.0.

Next part; the last 2 above are carried over.
COc1ccc(/C=N/NC(=O)c2cccnc2)cc1COc1ccc([N+](=O)[O-])c(C)c1 was read as NALP1 inh 25, PHOSPHO1 inh -1, GPR7 antag 14, p-CIP stab down -14, IMP-1 inhibitor -1.5, IDE cell inh -3, M18AAP inhibitor -14 and VIM-2 inhibitor -1.8.
`Cn1c(SCc2ccc(Cl)cc2)nc(C(F)(F)F)cc1=O` gave NALP1 inh 19, PHOSPHO1 inh 15, GPR7 antag -10, p-CIP stab down -14, IMP-1 inhibitor -2.7, IDE act -3, IDE cell inh 5, M18AAP inhibitor -3 and VIM-2 inhibitor -1.0.
`CCCCn1c(-c2ccco2)nc2ccccc2c1=O` gave NALP1 inh 19, PHOSPHO1 inh 8, GPR7 antag -10, p-CIP stab down -9, IMP-1 inhibitor -1.7, IDE act -5, IDE cell inh 5, M18AAP inhibitor 3 and VIM-2 inhibitor -2.6.
COc1ccc2[nH]c3c(=O)n(Cc4ccncc4)cnc3c2c1 was read as NALP1 inh -8, PHOSPHO1 inh 16, GPR7 antag 5, p-CIP stab down -1, IMP-1 inhibitor -3.0, IDE act 2, IDE cell inh 4, M18AAP inhibitor -2 and VIM-2 inhibitor -0.5.
Screening COc1ccccc1N1CCN(C2CCCN(S(=O)(=O)c3cccc(Cl)c3)C2)CC1 (stereo unspecified) returned NALP1 inh 4, PHOSPHO1 inh 11, GPR7 antag -16, p-CIP stab down 2, IMP-1 inhibitor -1.2, IDE act -14, IDE cell inh 7, M18AAP inhibitor -1 and VIM-2 inhibitor -0.9.
Cc1c(Cl)ccc2c(C(N)=O)cc(-c3ccccn3)nc12 was read as NALP1 inh 13, PHOSPHO1 inh -10, GPR7 antag -7, p-CIP stab down 9, IMP-1 inhibitor -3.0, IDE act 7, IDE cell inh -2, M18AAP inhibitor 3 and VIM-2 inhibitor -1.1.
